# Assay outcomes as filed in PubChem.
# RXFP1 ag: agonists of human relaxin receptor RXFP1; Potency, µM (series often up to 57.5 µM), without a hit: at the top dose activation, actives largely listed as activators; HEK293T-RXFP1 cAMP TR-FRET, 30 min; response scale: percent of porcine relaxin response, buffer zero; hit rate 0.3% among 370,000; active means well fitted activation curve with a large enough effect; further: potency means the concentration at half of the fitted maximal effect; on the % scale 0 is the no-effect control and ±100 the full control effect; nearly all actives have a fitted effect of over 60% in size; many of its hits are not listed in these tables
#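 cAMP rise read by TR-FRET after 30 min, 37C compound exposure (up to 58 uM) in RXFP1-transfected HEK293 cells with Ro 20174 present. EC50 from Hill-equation fits, with 29 nM porcine relaxin as 100% and buffer as basal.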
# D1 PAM: enhances dopamine response at the human D1 receptor; hit rate 0.036% among 360,000; P21728; AID 504651; potentiation, % at 10 µM; HEK293 TREx D1 cells, calcium flux, dopamine EC20 potentiation; in the data active means potentiation above about 30%; further: 0% is about no effect
# Target sequence (P21728 whole entry, looked up): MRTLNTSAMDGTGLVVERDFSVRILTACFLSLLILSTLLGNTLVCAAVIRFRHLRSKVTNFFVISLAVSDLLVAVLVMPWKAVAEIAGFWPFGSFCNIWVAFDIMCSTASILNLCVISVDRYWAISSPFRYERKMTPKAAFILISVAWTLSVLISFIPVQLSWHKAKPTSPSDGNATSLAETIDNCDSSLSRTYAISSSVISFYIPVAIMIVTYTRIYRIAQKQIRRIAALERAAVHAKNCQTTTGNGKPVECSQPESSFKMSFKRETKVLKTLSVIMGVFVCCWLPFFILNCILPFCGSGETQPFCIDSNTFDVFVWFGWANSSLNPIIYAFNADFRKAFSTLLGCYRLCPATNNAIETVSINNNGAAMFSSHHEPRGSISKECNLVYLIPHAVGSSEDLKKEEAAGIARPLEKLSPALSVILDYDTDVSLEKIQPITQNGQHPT
# RXFP1 antag: RXFP1 (human) relaxin receptor antagonism; HEK293-RXFP1, relaxin-stimulated cAMP HTRF, 30 min; active compounds read low; AID 1259400; hit rate 0.59% among 350,000; activity change, negative = inhibition, % at 57.5 µM; Q9HBX9;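 active means activity change of -60% or lower, but not beyond a set lower limit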; further: on the % scale 0 is the no-effect control and ±100 the full control effect
# D2 antagonist: antagonizes the human D2 dopamine receptor. AID 485344. P14416. HEK293 TREx D2 cells, calcium flux, dopamine EC80. hit rate 2% among 340,000. inhibition, % at 10 µM; in the data active means inhibition above about 30%; further: 0% is about no effect
#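 Antagonism is scored as inhibition of an EC80 dopamine-evoked calcium signal in a force-coupled, tetracycline-inducible HEK293 T-REx D2 line, with compound present 180 s before agonist.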
# D1 antagonist: human D1 dopamine receptor antagonism; P21728; HEK293 TREx D1 cells, calcium flux, dopamine EC80; active compounds read low; activity change, negative = inhibition, % at 10 µM; hit rate 3.2% among 360,000; AID 504652; in the data active means activity change below about -30%; further: on the % scale 0 is the no-effect control and ±100 the full control effect
#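 After overnight tetracycline induction at 30 C, force-coupled D1 HEK293 cells took up a no-wash calcium dye at room temperature. Compounds were added and monitored 180 s, and the response to EC80 dopamine was then recorded.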
# TRHR enhancer: allosteric enhancers of human TRH receptor; enhancement, % at 2 µM; P34981; TRHR cells, fluo-8 calcium fluorescence, EC20 TRH enhancement; hit rate 0.66% among 360,000; AID 493056; in the data active means enhancement above about 30%; further: 0% is about no effect
# Target sequence (P34981 whole entry, looked up): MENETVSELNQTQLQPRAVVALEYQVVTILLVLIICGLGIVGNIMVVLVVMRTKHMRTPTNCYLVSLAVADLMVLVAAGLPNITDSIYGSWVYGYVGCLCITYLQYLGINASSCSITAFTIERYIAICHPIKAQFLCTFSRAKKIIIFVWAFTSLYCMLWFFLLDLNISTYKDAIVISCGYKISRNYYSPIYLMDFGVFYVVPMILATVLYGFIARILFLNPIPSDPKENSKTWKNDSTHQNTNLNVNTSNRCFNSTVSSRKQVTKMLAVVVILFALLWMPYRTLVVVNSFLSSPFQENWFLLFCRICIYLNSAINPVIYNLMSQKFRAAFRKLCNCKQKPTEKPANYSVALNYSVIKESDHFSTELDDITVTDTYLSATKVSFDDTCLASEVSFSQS
#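 Enhancer read-out: after compound pinning and an initial kinetic agonist-mode read, an EC20 of TRH (10 nM final) was injected and fluo-8 calcium signal (Ex 480/Em 530) followed at 1 s/cycle for 100 cycles in TRHR-expressing cells.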
# D2 potentiator: positively modulates the human D2 dopamine receptor allosterically. hit rate 0.34% among 340,000. HEK293 T-REx D2, calcium flux, EC20 dopamine potentiation. potentiation, % at 10 µM;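 active means potentiation over 3 SD above the plate norm, cut at about 30% in these data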; further: 0% is about no effect
#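 Calcium flux readout, no-wash dye, 1 read/s. Inducible HEK293 Trex D2 line, overnight 30 C. Compound alone 180 s (agonist flags), then EC20 dopamine, another 180 s to score potentiation.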
# D1 ag: agonists of human D1 dopamine receptor | P21728 | HEK293 T-REx D1 cells, calcium flux, agonist mode | activation, % at 2 µM | hit rate 1% among 360,000 | AID 504660; in the data active means activation above about 30%; further: 0% is about no effect
#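 Inducible HEK293 T-REx D1 cells, force-coupled to calcium signalling, were plated at 4000 cells/well with tetracycline and held overnight at 30 C. After no-wash calcium dye loading, compound-evoked calcium rise over 180 s flagged agonists.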
# D2 ag: activates the human D2 dopamine receptor. P14416. HEK293 T-REx D2 cells, calcium flux agonist mode. activation, % at 2 µM. hit rate 0.53% among 340,000;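 active means activation over 3 SD above normal in the single-dose calcium agonist read, cut at about 30% in these data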; further: 0% is about no effect
#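 In this primary screen, compounds producing a positive calcium signal within 180 s of addition to tetracycline-induced, force-coupled HEK293 Trex D2 cells are flagged; cells are dye-loaded with a no-wash calcium kit beforehand.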
# Numbers without * were called inactive; · = no result given; & = joins results of further samples. An excerpt (hit frequency here may not be typical).
SMILES,RXFP1 ag,D1 PAM,RXFP1 antag,D2 antagonist,D1 antagonist,TRHR enhancer,D2 potentiator,D1 ag,D2 ag
CCCCN(C)CCCNC(=O)c1cc(-c2cccs2)nc2ccccc12,8.6%,-5,-10,-19,-21,6,-4,21,2.4
NC(=O)[C@@H]1CCCN1Cc1nc(Cc2ccccc2F)no1,-0.3%,-2,8,1,2,1,-1,4,0.2
CCOC(=O)c1cnc2cc(C(F)(F)F)ccc2c1N1CCN(c2ccc(F)cc2)CC1,0.2%,1,-10,·,6,2,27,1,·
Cc1ccc(-c2nc(N3CCN(S(=O)(=O)c4ccc(F)cc4)CC3)c3ccc(Cl)cc3n2)cc1,·,1,·,·,-41*,1,·,3,·
COc1ccc(N2CCN(C(=O)CCS(=O)(=O)c3ccc4c(c3)NC(=O)CO4)CC2)cc1,-0.5%,2,11,-4,0,8,8,1,0.1
COc1ccccc1NCc1nnc(SCC(=O)N/N=C/c2ccco2)n1-c1ccc(Cl)cc1Cl,0.2%,-2,-2,-19,3,0,1,0,0.0
CCc1ccc(N2CC(C(=O)OCC(=O)Nc3ccccc3C)CC2=O)cc1 (stereo not given),1.8%,3,2,-1,3,2,3,3,-2.2
Cn1c(=O)c2ncn(CC(=O)NCCC3=CCCCC3)c2n(C)c1=O,25%,-5,2,13,5,-16,-15,0,0.4
CC(=O)CSc1nc(N)c(C#N)c(-c2cccs2)c1C#N,3.3%,-7,-11,-5,-9,-6,0,2,0.0
CCOC(CNC(=O)c1ccc2c(c1)nc(C)n2-c1cccc(F)c1)OCC,0.8%,1,-30,2,-3,-1,-2,0,0.7
COc1ccc(Br)cc1/C=N/NC(=O)CNC(=O)c1cccnc1,0.0%,0,-11,20,8,5,-21,1,1.3
CCCOc1ccc(C2CC(=O)Nc3c2c(=O)n(C)c(=O)n3C)cc1OC (stereo not given),3.6%,-2,·,·,13,15,5,3,-1.3
Cc1nc2ccccc2cc1C(=O)N/N=C/c1cccs1,0.5%,-5,-3,6,-7,3,1,4,-0.1
O=S(=O)(NCC1CCCO1)c1ccc2oc3ccc(S(=O)(=O)NCC4CCCO4)cc3c2c1 (stereo not given),-0.7%,-1,-24,-15,-14,15,2,1,0.9
O=C(COc1cccnc1[N+](=O)[O-])Nc1ccccc1Sc1ccccc1,-1.9%,0,·,-12,-2,13,7,9,-1.4
CCOC(=O)c1ccc(N2C(=O)C(O)=C(C(C)=O)C2c2ccccn2)cc1 (stereo not given),9.7%,-3,-11,·,-4,0,·,1,·
COCCn1c(SCC(=O)c2c(N)n(C3CC3)c(=O)[nH]c2=O)nnc1-c1ccc(Cl)cc1,1.2%,-5,-5,11,4,-7,-1,0,-0.1
O=C(COc1ccc([N+](=O)[O-])cc1)Nc1cccc2nsnc12,-5.1%,4,-2,-1,3,-6,2,14,1.1
CCCCN(CC)CCCNC(=O)c1cn(C)c2ccc(S(=O)(=O)N(C)C3CCCCC3)cc2c1=O,2.2%&-0.5%,-9&2,-3&-2,-2,14&-3,10&3,9&-7,0&0,-0.2&-0.8
Cc1ccc2cc3cc(C(=O)NCCCN4CCCC4=O)oc3nc2c1,7.8%,0,6,-3,16,-1,-7,1,0.7
Nc1ccc2c(c1)Cc1cc([N+](=O)[O-])ccc1-2,8.0%,-6,-18,13,-36*,5,-8,122*,47*
COc1ccccc1N1CCN(CC(=O)c2c(C)[nH]c3cc(C)ccc23)CC1,-0.1%,-6,-5,64*,-19,-4,-30,6,-0.1
COc1cccc(C(=O)N2CCN(c3ccc(N4CCOCC4)nn3)CC2)c1,3.3%,-2,-20,8,0,-3,14,2,0.3
CC(C)C[C@H](NC(=O)OC(C)(C)C)C(=O)N[C@@H](CO)[C@H](O)[C@@H]1C[C@@H]1C(=O)NC1CCCCC1,-0.1%,4,·,-3,-7,-1,-8,1,0.6
Cc1ccccc1Cn1nnc(-c2cccc(C(=O)O)c2)n1,0.6%,-1,-2,12,19,-3,18,3,0.8

# Compound profiles, from the list above. Order of values: RXFP1 ag | D1 PAM | RXFP1 antag | D2 antagonist | D1 antagonist | TRHR enhancer | D2 potentiator | D1 ag | D2 ag
# Results for `CCOC(CNC(=O)c1ccc2c(c1)nc(C)n2-c1cccc(F)c1)OCC` = 0.8% | 1 | -30 | 2 | -3 | -1 | -2 | 0 | 0.7
# Results for `COc1cccc(C(=O)N2CCN(c3ccc(N4CCOCC4)nn3)CC2)c1` = 3.3% | -2 | -20 | 8 | 0 | -3 | 14 | 2 | 0.3

# Following part.
SMILES,RXFP1 ag,D1 PAM,RXFP1 antag,D2 antagonist,D1 antagonist,TRHR enhancer,D2 potentiator,D1 ag,D2 ag
CCn1c(SCC(=O)NCc2ccccc2)nc2c(c1=O)SC(C)C2 (stereo not given),3.0%,-4,·,20,10,-5,-5,0,-0.1
Cc1ccc(S(=O)(=O)NC(=O)COc2ccc(Cl)cc2Cl)cc1,-0.3%,0,-14,25,6,3,14,5,-0.3
COc1ccc(-c2nc3cc(NC(=O)Cc4ccc(Cl)cc4)ccc3o2)cc1OC,27%,0,-4,·,-15,-4,13,-1,0.2
CCOC(=O)N1CCC(N2CC34C=CC(O3)C(C(=O)O)C4C2=O)CC1 (stereo not given),0.8%,13,·,-13,-2,16,0,0,0.9
Cc1oc2ccc(OCc3c(F)cccc3Cl)cc2c1C(=O)O,0.0%,7,0,4,4,2,18,3,-1.8
CSc1nc(NCC(C)C)nc(N2CCOCC2)n1,0.5%,-10,0,-3,-9,-3,4,0,-0.4
COc1ccc(N(CC(=O)Nc2ccc3c(c2)OCO3)S(=O)(=O)c2c(C)nn(C)c2C)cc1,-2.0%,3,3,-1,-8,1,-12,2,0.7
Cc1ccc(C(=O)N/C(N)=N/c2nc3ccccc3o2)cc1,-0.1%,-4,-25,53*,-9,16,8,1,0.3
COc1ccc(-c2onc(C)c2C)cc1S(=O)(=O)Nc1cc(Cl)ccc1C,21%,-6,20,·,-14,2,1,2,0.4
O=C(Nc1ccncc1)c1cc(S(=O)(=O)N2CCOCC2)ccc1Cl,0.4%,-5,-7,-1,7,6,4,2,-0.1
COCCCn1c(=NC(=O)c2ccc3c(c2)OCO3)c(C#N)cc2c(=O)n3cccc(C)c3nc21,0.6%,7,·,-5,0,-1,3,0,-0.1
O=C(OCn1ncc(Cl)c(Cl)c1=O)c1ccccc1Cl,6.4%,-3,-17,1,-7,3,-1,3,-0.4
CN1/C(=C\C(=O)Nc2cccc(Cl)c2)C(C)(C)c2ccccc21,6.7%,-3,6,-1,-7,-4,-3,2,0.4
CCc1ccc(OCc2nnc(SCc3ccc(C(=O)O)cc3)o2)cc1,-0.3%,1,-33,1,9,-9,3,1,0.1
CCOC(=O)C1CCCN(C(=O)c2ccc(Cn3c(=S)[nH]c4cc(C(=O)OC)ccc4c3=O)cc2)C1 (stereo not given),1.5%,-4,-17,5,-23,8,·,1,0.1
CCCCOc1ccc(C(C)NC(=O)CCS(=O)(=O)Cc2ccccc2F)cc1 (stereo not given),0.2%,2,-7,4,11,-1,-7,14,0.0
O=C(Nc1cc([N+](=O)[O-])ccc1O)c1cccc(NC(=O)c2ccco2)c1,2.2%,-4,-4,-16,-4,14,-1,4,0.3
C=CCN1CC(O)=C(c2ccccc2)C1=N,-0.9%,-12,5,11,-16,5,5,1,-0.1
COc1ccc(Br)cc1C(=O)Nc1ccc(-c2nc3ncccc3o2)cc1C,0.2%,2,·,·,8,10,-9,2,0.0
CCOC(=O)c1c(C)n(S(=O)(=O)c2ccc(C)cc2C)c2ccc(NS(=O)(=O)c3ccc(C)cc3C)cc12,0.8%,-1,11,·,-21,-1,0,4,·
Cc1ccc(C(C)n2cc(C(=O)NCc3ccncc3)nn2)cc1 (stereo not given),-0.1%,-4,3,-16,1,0,-7,10,0.3
N/C(=N\OC(=O)c1ccc(Cl)c([N+](=O)[O-])c1)c1ccccn1,-0.6%,0,-13,6,0,-4,36*,3,4.9
CCOC(=O)C/C(N)=N/N(C)c1ncc(C(F)(F)F)cc1Cl,0.1%,-3,-18,5,11,2,4,1,0.4
CC(OC(=O)C1CC1C)C(=O)Nc1ccc(Cl)cn1 (stereo not given),0.0%,-3,10,-9,-1,-4,-2,0,-0.5
COc1cc(C(=O)NCC(c2ccc(Cl)cc2)N2CCOCC2)cc(OC)c1OC (stereo not given),0.6%,1,4,·,5,1,4,0,0.0

# Additional records follow:
SMILES,RXFP1 ag,D1 PAM,RXFP1 antag,D2 antagonist,D1 antagonist,TRHR enhancer,D2 potentiator,D1 ag,D2 ag
CCN(CC)CCn1c(=N)n(CC(O)COc2ccccc2C)c2ccccc21 (stereo not given),1.7%,-5,-9,·,-30,10,-19,6,-0.8
CCOc1ccc(NC(=O)CC(=O)Nc2ccc(OCC)cc2)cc1,0.2%,1,5,-4,5,0,0,6,-1.1
CC(C)C(=O)Nc1c2c(nn1-c1ccc(F)cc1)CS(=O)(=O)C2,6.5%,-5,14,5,-6,4,2,4,-0.3
COc1ccc2cc(CNc3ccc(C)cc3)c(=O)n(CC(=O)Nc3ccc(OC)c(Cl)c3)c2c1,-0.6%,-1,·,·,11,-2,9,0,-0.4
CC(/C=C/c1ccccc1)=N\NC(=O)Cn1cncn1,5.3%,-4,-8,16,-2,-2,8,3,-0.6
COc1ccc(-c2nnc(C3CCN(S(=O)(=O)c4cccc(Cl)c4)CC3)o2)cc1,4.4%,-4,4,·,-14,-8,·,5,·
O=C1N(Cc2cccc(Cl)c2)C[C@@H]2C[C@@H](c3ccccn3)N3CCC[C@@]123,1.2%,-5,1,20,2,-12,4,2,-0.2
O=C(NCC(c1ccco1)N1CCCC1)c1ccc(Cl)cc1 (stereo not given),-1.3%,0,5,-9,4,2,-23,2,-0.3
Cc1ncc(CN2CCN(Cc3ccccc3)C(CCO)C2)s1 (stereo not given),-0.1%,5,1,1,-6,22,-7,0,0.6
O=C(O)c1cnn2c(-c3ccc(F)cc3)ccnc12,0.5%,-9,4,-1,16,4,8,0,0.2
Cc1ccc(Oc2ccc3c(c2)C(=O)N(c2cccc4cccnc24)C3=O)cc1,-0.2%,-9,4,-14,7,-12,1,13,-0.4
O=C(Nc1ccccc1C(F)(F)F)N1CCN(c2ccccn2)CC1,2.2%,1,7,19,4,-3,-16,3,50*
Cc1occc1-c1nnc(SCC(=O)NCCc2ccccc2)n1C(C)c1ccccc1 (stereo not given),0.0%,-5,-18,14,25,-10,1,0,-0.2
COc1cc(-c2cc(C(=O)Nc3ccc(S(=O)(=O)Nc4ncccn4)cc3)c3ccccc3n2)cc(OC)c1OC,4.7%,-6,6,-9,-9,4,1,2,-0.6

# An excerpt from above, showing only D2 antagonist, RXFP1 ag and TRHR enhancer:
SMILES,D2 antagonist,RXFP1 ag,TRHR enhancer
Cc1ccc(C(=O)N/C(N)=N/c2nc3ccccc3o2)cc1,53*,-0.1%,16
O=C(COc1cccnc1[N+](=O)[O-])Nc1ccccc1Sc1ccccc1,-12,-1.9%,13
COc1ccc(N(CC(=O)Nc2ccc3c(c2)OCO3)S(=O)(=O)c2c(C)nn(C)c2C)cc1,-1,-2.0%,1
